Screening data: PubChem, several laboratories
PKA-R2B act: activators of PKA-R2B holoenzyme, primary screen, biochemical, fluorescence polarization, Cy5-IP20, human; PKA-R2B holoenzyme dissociation; R2B truncated from residue 108, S112A mutant; 0% DMSO only, 100% 113 µM cGMP; AID 504700, 2011; 340,000 tested, 0.079% active; activation, % at 11.4 µM;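 active = activation above a cutoff set at the mean over all compounds plus 3 SD, cut at about 18% in these data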;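 also: higher means more holoenzyme dissociation and a rise in polarization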
NSD2 inh: NSD2 histone methyltransferase inhibitors, primary screen, biochemical, AlphaScreen, single concentration, set 2 | NSD2 peptide methylation, 120 min | inhibition, % at 12.5 µM | 310,000 tested, 0.54% active | AID 743445, 2014; in the data active = inhibition above about 50%
dFosB activator: activators of delta FosB homodimer, primary screen, biochemical, fluorescence polarization, TAMRA-CDK5 oligo, single point | Protein FosB (Mus musculus), P13346 | purified delta FosB; percent of positive-control signal above neutral wells | activation, % at 25 µM | 340,000 tested, 0.99% active | AID 493131, 2011;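 active = mean activation above about 17%, with every replicate also reaching it, limit read from the data, passing the limit was not always enough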;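 also: fluorescence polarization rise as delta FosB binds a TAMRA Cdk5 AP-1 oligo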
Target sequence (P13346 whole entry, looked up): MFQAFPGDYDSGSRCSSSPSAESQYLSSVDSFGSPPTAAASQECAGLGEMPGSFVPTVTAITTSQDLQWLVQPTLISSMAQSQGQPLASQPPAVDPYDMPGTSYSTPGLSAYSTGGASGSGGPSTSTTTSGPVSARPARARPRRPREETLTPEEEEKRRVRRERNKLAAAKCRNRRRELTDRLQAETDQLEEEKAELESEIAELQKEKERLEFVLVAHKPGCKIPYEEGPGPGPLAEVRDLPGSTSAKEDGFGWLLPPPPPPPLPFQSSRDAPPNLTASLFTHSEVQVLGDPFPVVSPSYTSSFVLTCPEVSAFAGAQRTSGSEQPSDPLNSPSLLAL
DSG3 Ab inh: inhibitors of pemphigus antibody binding to DSG3, primary screen, biochemical, bead-based, flow cytometry, scFv-GFP; binding (percent of control), % at 10 µM; 310,000 tested, 0.48% active; Desmoglein-3 (Homo sapiens), P32926; DSG3-coupled beads, scFv-anti-DSG3-GFP binding; stronger effect = lower value;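 active = binding more than 3 SD below its plate's average and above zero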;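 also: hits lower antibody fragment binding to DSG3; some compounds called inactive have numbers as strong as hits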
Arrestin-AP2 inh: inhibitors of beta-arrestin/AP2 binding, primary screen, biochemical, GPCR trafficking, flow cytometry; FITC-arrestin peptide / GST-AP2 beads; AP2 beta2 appendage carries R879A mutation; AID 504490, 2011; inhibition, % at 10 µM; 340,000 tested, 0.31% active;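 active = inhibition above a set limit, near 3 SD of compounds lacking own fluorescence, cut at about 54% in these data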;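 also: plate controls were DMSO wells for no effect and 5 µM unlabelled arrestin peptide for full effect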
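System: GST-AP2 R879A glutathione beads | Also added: FITC-arrestin peptide, 50 nM | Times: 12 min plus 1 h, RT | Signal: Bead flow cytometry, FITC channel | Buffer or medium: PBS with 0.05% Tween 20 and 0.1% BSA | Read-out basis: Percent drop in bead-associated FITC signal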
SUMO Mot1 rescue: yeast Mot1-301 growth rescue at high temperature, primary screen, SUMOylation pathway inhibitor project, S. cerevisiae, ATP luminescence, 38.5C | S. cerevisiae Mot1-301 growth rescue; percent above DMSO median, 100 means doubled | growth rescue, % at 18.8 µM | 320,000 tested, 1% active;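 active = every valid replicate shows activation above 250% relative to neutral control wells; inactive = the rest, any valid replicate at or below 250%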;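 also: OY570 slx delta 5 strain wells were the positive control but not used for scaling; some compounds called inactive have numbers as strong as hits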
PKA-R1A act: activators of PKA-R1A holoenzyme, primary screen, biochemical, fluorescence polarization, Cy5-IP20, bovine R1A, mouse PKAc | cAMP-dependent protein kinase type I-alpha regulatory subunit (Bos taurus) + … | PKA-R1A dissociation; scaled: DMSO 0%, 113 µM cGMP 100% | activation, % at 11.4 µM | 340,000 tested, 0.083% active | AID 504707, 2011;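 active = percent activation above the mean of all tested compounds plus 3 SD, cut at about 19% in these data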;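 also: higher means more PKAc released from R1A so a rise in polarization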
CDK5 p35 inh: inhibitors of human CDK5/p35 kinase, primary screen, biochemical, single concentration | Recombinant CDK5/p35, ADP-Glo luminescence, 60 min | inhibition, % at 10 µM | 330,000 tested, 0.01% active | AID 488839, 2010;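 active = highest replicate inhibition of at least 50% and at least 75% of replicates reaching 50%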;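 also: plate controls were DMSO neutral control for no effect and GW8510 at 10 µM for full effect; many of its hits are not listed in these tables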
Target sequence (Q00535 whole entry, looked up): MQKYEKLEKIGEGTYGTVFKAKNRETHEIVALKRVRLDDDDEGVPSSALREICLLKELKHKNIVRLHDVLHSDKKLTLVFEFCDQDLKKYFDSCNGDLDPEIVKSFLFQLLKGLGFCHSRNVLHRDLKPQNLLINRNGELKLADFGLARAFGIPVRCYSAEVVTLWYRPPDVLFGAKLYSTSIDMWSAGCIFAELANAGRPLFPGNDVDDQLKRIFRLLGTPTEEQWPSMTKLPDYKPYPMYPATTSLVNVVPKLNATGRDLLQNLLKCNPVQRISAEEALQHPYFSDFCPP
Target sequence (Q15078 whole entry, looked up): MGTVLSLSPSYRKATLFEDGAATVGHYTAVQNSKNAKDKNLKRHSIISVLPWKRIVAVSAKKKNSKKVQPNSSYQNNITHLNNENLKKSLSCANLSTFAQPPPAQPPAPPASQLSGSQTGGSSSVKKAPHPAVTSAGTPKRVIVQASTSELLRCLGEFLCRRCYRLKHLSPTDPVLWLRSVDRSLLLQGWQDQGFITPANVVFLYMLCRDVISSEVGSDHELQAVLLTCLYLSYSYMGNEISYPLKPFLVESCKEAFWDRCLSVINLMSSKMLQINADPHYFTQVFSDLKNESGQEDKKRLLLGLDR
SR-BI uptake up: activators of SR-BI mediated DiI-HDL uptake, primary screen, ldlA[mSR-BI] CHO cells, DiI fluorescence; 3 h; 100 = double the neutral-control signal; activation, % at 12.5 µM; 320,000 tested, 0.096% active;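 active = mean replicate activation of at least 60% and every replicate at or above 60%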;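 also: 0% = median plate neutral-control signal and 100% = twice that signal; values of inactives mirror those of a sister screen read the other way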
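Material – SR-BI-overexpressing, LDLR-lacking CHO cells · Medium – BSA-supplemented, HEPES-buffered Ham's F12, pH 7.4 · Doses – single concentration · Times – compound with DiI-HDL co-incubation, 3 h at 37 °C · Measured by – bottom-read fluorescence, 550/595 nm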
SR-BI HDL uptake: inhibitors of SR-BI mediated HDL lipid uptake, primary screen, ldlA[mSR-BI] cells, fluorescence, single point; Scavenger receptor class B member 1 (Mus musculus), Q61009; ldlA[mSR-BI] CHO cells, DiI-HDL uptake fluorescence, 3 h; inhibition, % at 12.5 µM; 320,000 tested, 0.96% active;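 active = mean replicate inhibition of at least 70% and a set share of replicates each scoring 70 or more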;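 also: 0% = median of neutral control wells and 100% = median of positive control wells; values of inactives mirror those of a sister screen read the other way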
MITF act: activators of MITF-driven TRPM1 promoter reporter, primary screen, cell-based, SK-MEL-5, luciferase, single point; SK-MEL-5 TRPM1-promoter luciferase, 24 h; % of positive control, neutral wells = 0; activation, % at 12.5 µM; 300,000 tested, 0.75% active; AID 588334, 2011;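 active = mean activation of at least 80% with every replicate also reaching 80%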;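 also: 0% = neutral control wells and 100% = parthenolide positive control wells; values of inactives mirror those of a sister screen read the other way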
Starred values were filed as active, the others as inactive; . = not tested or not shown.

SMILES | PKA-R2B act | NSD2 inh | dFosB activator | DSG3 Ab inh | Arrestin-AP2 inh | SUMO Mot1 rescue | PKA-R1A act | CDK5 p35 inh | SR-BI uptake up | SR-BI HDL uptake | MITF act
COc1ccc(Cl)cc1S(=O)(=O)N1CCCC(C(=O)NCCc2ccccc2)C1 (centres undefined) | 4 | -6 | -6 | 93 | 27 | -3 | 0 | -0.9 | 18 | -18 | 6
CCOC(=O)C1=NN(c2ccc(F)cc2)C2=NC(C)=C(C(=O)OC)C(c3cccs3)N12 (centres undefined) | -4 | 0 | -8 | . | 5 | -24 | 1 | 1.1 | -17 | 17 | .
COc1ccc(S(=O)(=O)N2CCC(C(=O)N3CCCCC3)CC2)cc1 | 6 | -1 | -8 | 93 | 0 | -1 | 4 | 5.9 | 3 | -3 | -2
CCc1ccc(NC(=O)C2CCN(S(=O)(=O)c3c(C)noc3/C=C/N(C)C)CC2)cc1 | 8 | -1 | -8 | 102 | 55* | 10 | 8 | -0.5 | 6 | -6 | -5
COc1ccc(C=NCC2COc3ccccc3O2)cc1OC (centres undefined) | -2 | 0 | -9 | 98 | 2 | 3 | 0 | -1.0 | 8 | -6 | 2
CCOc1c(OC)cc(C2C(C#N)=C(N)Oc3n[nH]c(-c4ccncc4)c32)cc1OC (centres undefined) | 3 | 6 | -2 | 76 | 1 | 365 | 0 | 2.5 | 19 | -19 | 23
Cc1ccc(NC(=O)c2nc[nH]c2C(=O)N2CCC(C)CC2)cc1 | -9 | . | -4 | 109 | 11 | -13 | -3 | -4.8 | -24 | 24 | 4
CCC(C(=O)N1CCN(S(=O)(=O)c2sc(C(=O)O)c(C)c2C(=O)O)CC1)c1ccccc1 (centres undefined) | -6 | 1 | 2 | 85 | 12 | 64 | 0 | -0.1 | 0 | 0 | -4
O=C(COC(=O)/C=C/c1ccccc1)Nc1ccccc1Br | 3 | 5 | 1 | 118 | 1 | 23 | -16 | -1.2 | -5 | 5 | -5
COC(=O)c1ccc(Sc2ccc(Cl)cc2)c(N)c1 | -6 | -4 | 2 | 100 | 16 | -11 | -5 | -0.1 | 21 | -21 | 2
CCOc1ccc(NC(=O)CSc2nc3[nH]ncc3c(=O)n2-c2ccccc2OC)cc1 | -13 | 0 | -9 | 135 | 40 | -11 | -1 | -1.5 | -53 | 53 | 20
CC1CN(C(=O)C2CCCC2)C(C)CN1C(=O)C1CCCC1 (centres undefined) | -16 | . | 6 | 101 | -5 | 2 | -23 | 0.9 | 25 | -25 | 7
CC(=O)N1CCN(CC(=O)Nc2sccc2C#N)CC1 | -11 | -2 | -3 | 105 | 36 | -7 | -6 | -0.1 | 50 | -50 | 2
CCC12CN3CC(CC)(CN(C1)C31C(=O)N(C)c3ccc(C)cc31)C2=O (centres undefined) | -5 | -3 | -3 | . | 1 | -7 | 4 | -1.3 | 25 | 7 | -4
COc1cc(/C=C2\SC(=S)N(N3CCOCC3)C2=O)cc(OC)c1OC | -1 | 2 | 2 | 94 | 12 | -9 | -14 | -1.1 | -11 | 11 | 0
COc1ccc(C(=O)c2ccc(OC)c(OC)c2)cc1OC | -9 | 20 | -3 | 101 | -5 | 385 | 0 | -0.2 | -23 | 23 | 3
O=C(NCc1cccc(Cl)c1)C1CCCO1 (centres undefined) | -1 | -2 | 3 | 113 | -7 | 18 | -4 | 0.7 | 6 | -6 | -1
COC(CNC(=O)c1coc2nc3ccccc3nc12)OC | -8 | -3 | -12 | 102 | 6 | 217 | -3 | 0.0 | . | . | -1
O=C(c1cc2ccccc2o1)N1CCN(CCOc2ccccc2)CC1 | -4 | 1 | 2 | 104 | 5 | . | -2 | -13 | 22 | -22 | -6
Cn1cc(SCC(=O)Nc2ccc3c(c2)OCO3)c2ccccc21 | -15 | . | -9 | 95 | -4 | 15 | -5 | -1.8 | -6 | 6 | .
O=C(NCCCn1cccn1)C1CCC(=O)N(Cc2ccccc2F)C1 (centres undefined) | 8 | 0 | -8 | 103 | 1 | -7 | 4 | -0.3 | 22 | -22 | -6
COc1ccc(OC)c(NC(=O)C2CCCN(S(C)(=O)=O)C2)c1 (centres undefined) | 5 | 0 | 4 | 114 | -8 | 8 | -6 | -1.0 | -8 | 8 | .
CCCC1=Nc2cc(C(=O)NCCCOC(C)C)ccc2Sc2ccccc21 | -6 | -1 | -11 | . | 5 | -20 | -12 | 1.1 | -18 | 18 | -34
Fc1ccc(CSc2nnc(CN3CCOCC3)n2-c2ccccc2)c(Cl)c1 | 3 | 0 | -6 | 99 | 30 | -25 | -8 | 1.0 | 11 | -11 | -11
Cc1ccc(NC(=S)N(CCCN2CCN(C)CC2)Cc2cccs2)cc1 | -1 | 3 | 0 | 120 | 22 | 9 | 10 | -1.0 | 13 | -13 | 4
Cc1cccc(C)c1N1C(=O)CC(N(O)c2ccccc2)C1=O (centres undefined) | 3 | -3 | -1 | . | 19 | 19 | 3 | 1.4 | 9 | -9 | 10
Cc1ccc(C(=O)NNc2ncnc3ccccc23)cc1 | -5 | 38 | -2 | 94 | 2 | -17 | -3 | 0.5 | 18 | -18 | 65
FC(F)Sc1ccc(NC(=S)N2CCN(c3ccccn3)CC2)cc1 | -9 | 0 | -5 | 96 | -1 | . | -8 | -0.1 | -36 | 36 | -5
Cc1ccc(C)c(NC(=S)NNC(=O)c2ccc(Br)o2)c1 | 9 | 4 | -12 | 91 | -2 | -13 | 0 | 1.3 | -2 | 2 | 16
Cn1cc(CN2CCC(C(O)c3cccs3)CC2)c(-c2ccccc2F)n1 (centres undefined) | -7 | 0 | -1 | 102 | 7 | . | -8 | 4.8 | . | . | -4

Part of the list above in order of count of non-hydrogen atoms, rising.
SMILES | PKA-R2B act | NSD2 inh | dFosB activator | DSG3 Ab inh | Arrestin-AP2 inh | SUMO Mot1 rescue | PKA-R1A act | CDK5 p35 inh | SR-BI uptake up | SR-BI HDL uptake | MITF act
O=C(NCc1cccc(Cl)c1)C1CCCO1 (centres undefined) | -1 | -2 | 3 | 113 | -7 | 18 | -4 | 0.7 | 6 | -6 | -1
Cc1ccc(C(=O)NNc2ncnc3ccccc23)cc1 | -5 | 38 | -2 | 94 | 2 | -17 | -3 | 0.5 | 18 | -18 | 65
COc1ccc(C(=O)c2ccc(OC)c(OC)c2)cc1OC | -9 | 20 | -3 | 101 | -5 | 385 | 0 | -0.2 | -23 | 23 | 3
Cc1ccc(NC(=O)c2nc[nH]c2C(=O)N2CCC(C)CC2)cc1 | -9 | . | -4 | 109 | 11 | -13 | -3 | -4.8 | -24 | 24 | 4
O=C(c1cc2ccccc2o1)N1CCN(CCOc2ccccc2)CC1 | -4 | 1 | 2 | 104 | 5 | . | -2 | -13 | 22 | -22 | -6
COc1ccc(Cl)cc1S(=O)(=O)N1CCCC(C(=O)NCCc2ccccc2)C1 (centres undefined) | 4 | -6 | -6 | 93 | 27 | -3 | 0 | -0.9 | 18 | -18 | 6
CCOc1c(OC)cc(C2C(C#N)=C(N)Oc3n[nH]c(-c4ccncc4)c32)cc1OC (centres undefined) | 3 | 6 | -2 | 76 | 1 | 365 | 0 | 2.5 | 19 | -19 | 23

Full records as entered above.
Entry for Cc1ccc(NC(=S)N(CCCN2CCN(C)CC2)Cc2cccs2)cc1 = PKA-R2B act = -1; NSD2 inh = 3; dFosB activator = 0; DSG3 Ab inh = 120; Arrestin-AP2 inh = 22; SUMO Mot1 rescue = 9; PKA-R1A act = 10; CDK5 p35 inh = -1.0; SR-BI uptake up = 13; SR-BI HDL uptake = -13; MITF act = 4
Entry for Cn1cc(SCC(=O)Nc2ccc3c(c2)OCO3)c2ccccc21 = PKA-R2B act = -15; NSD2 inh = .; dFosB activator = -9; DSG3 Ab inh = 95; Arrestin-AP2 inh = -4; SUMO Mot1 rescue = 15; PKA-R1A act = -5; CDK5 p35 inh = -1.8; SR-BI uptake up = -6; SR-BI HDL uptake = 6; MITF act = .

New compounds follow.
SMILES | PKA-R2B act | NSD2 inh | dFosB activator | DSG3 Ab inh | Arrestin-AP2 inh | SUMO Mot1 rescue | PKA-R1A act | CDK5 p35 inh | SR-BI uptake up | SR-BI HDL uptake | MITF act
c1ccc(C[n+]2c(-c3ccccc3)csc2Nc2ccccc2)cc1 | -3 | 3 | 3 | 129 | 0 | -17 | -8 | -0.4 | 5 | -5 | 4
CC(=O)O/N=C(/C)c1ncc(C(F)(F)F)cc1N1CCOCC1 | 0 | 0 | 8 | 105 | 9 | 3 | 3 | -0.9 | 1 | -1 | -3
CC[C@]1(C(=O)OC)[C@H]2C(=O)N(Cc3ccccc3)C(=O)[C@H]2[C@H]2CN=C(SCc3ccccc3)N21 | -1 | . | 2 | 103 | 33 | . | -2 | 12 | -5 | 5 | -4
O=C(CN1CCC(Cc2ccccc2)CC1)NC(=O)NCc1ccco1 | -4 | -1 | -9 | 103 | -12 | -2 | 10 | 0.5 | 22 | -22 | -4
CN(Cc1ccccc1F)C(=O)C(Cc1ccccc1)NC(=O)c1ccccc1 (centres undefined) | -5 | -1 | -9 | 98 | -6 | 12 | 6 | -0.1 | -2 | 2 | 2
CCC(O)C1CCN(C(=O)c2ccc(OC3CCN(Cc4ccccn4)CC3)cc2)CC1 (centres undefined) | 5 | -4 | -5 | 106 | -6 | 13 | 2 | -3.6 | 3 | -3 | 2
COC(=O)c1ccc(C)c(NC(=O)C2CC(=O)N(C3CCCC(C)C3C)C2)c1 (centres undefined) | 1 | 0 | -2 | 103 | 2 | 15 | -7 | 1.0 | 4 | -4 | -20
CCCCN(CCCC)C(=S)N/N=C/c1c(C)[nH]n(-c2ccccc2)c1=O | -11 | -4 | -6 | 97 | -23 | -9 | 2 | 0.7 | -18 | 18 | -42
CCOc1cc(C(=O)N=c2sccn2C)cc(Br)c1OC | 7 | -2 | -23 | . | 1 | 3 | -9 | 1.5 | -18 | 18 | -5
COCCCn1c(SCC(=O)OC2CCCCC2)nnc1-c1cccs1 | 2 | 3 | -13 | 94 | 1 | -16 | 5 | 0.9 | -1 | 1 | 5
